FEN1 inhibitor = qHTS Assay for the Inhibitors of Human Flap endonuclease 1 (FEN1) | Potency, µM (doses to about 114 µM), inactives show at the top dose activity change, negative = inhibition, most hits filed as inhibitors | Recombinant FEN1 flap cleavage, fluorescence, 15 min | hit rate 0.35% among 390,000; further: nearly all actives have a fitted effect of over 65% in size
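With each library titrated from low to high concentration, compounds met 10 nM FEN1 for 15 min at room temperature before 50 nM substrate was added; readings at 0 and 15 min fed four-parameter Hill curve fits.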
GCN5L2 inh = qHTS Assay for Inhibitors of GCN5L2 | AID 504327, 2011 | Potency, µM (titrated, usually from 58.9 µM), for the others: at the top dose activity change, negative = inhibition, usual class: inhibitors | hit rate 0.21% among 390,000 | GCN5L2 HAT assay, ThioGlo1 CoA-SH fluorescence
Target sequence (Q92830 whole entry, looked up): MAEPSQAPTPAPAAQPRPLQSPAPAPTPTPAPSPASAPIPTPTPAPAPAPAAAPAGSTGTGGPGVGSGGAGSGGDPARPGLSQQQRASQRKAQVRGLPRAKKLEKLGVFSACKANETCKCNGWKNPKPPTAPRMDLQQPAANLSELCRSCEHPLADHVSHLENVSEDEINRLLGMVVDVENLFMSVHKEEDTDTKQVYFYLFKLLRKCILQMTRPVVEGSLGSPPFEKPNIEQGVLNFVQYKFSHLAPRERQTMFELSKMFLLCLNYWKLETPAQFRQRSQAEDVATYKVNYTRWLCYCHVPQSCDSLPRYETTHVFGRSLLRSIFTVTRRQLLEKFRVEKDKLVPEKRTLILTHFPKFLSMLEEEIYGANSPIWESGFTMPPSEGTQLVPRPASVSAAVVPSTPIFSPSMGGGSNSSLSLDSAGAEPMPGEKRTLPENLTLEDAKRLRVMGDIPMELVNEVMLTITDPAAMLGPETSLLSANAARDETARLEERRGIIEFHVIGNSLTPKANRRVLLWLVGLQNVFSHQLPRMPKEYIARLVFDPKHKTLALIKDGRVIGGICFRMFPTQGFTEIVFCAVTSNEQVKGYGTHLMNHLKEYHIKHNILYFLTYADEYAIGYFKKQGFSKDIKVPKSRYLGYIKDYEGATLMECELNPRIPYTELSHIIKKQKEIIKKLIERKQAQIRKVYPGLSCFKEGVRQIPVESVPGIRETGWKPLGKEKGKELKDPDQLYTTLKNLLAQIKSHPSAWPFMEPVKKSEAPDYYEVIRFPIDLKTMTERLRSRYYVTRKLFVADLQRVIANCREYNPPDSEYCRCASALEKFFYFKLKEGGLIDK
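Compounds, pin-transferred from DMSO stocks, meet 20nM GCN5L2 for 15 min before the reaction begins with H3(1-25) peptide (75uM) and acetyl-CoA (70uM). Thiol-reactive ThioGlo1 reports CoA release over 20 min at room temperature.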
N370S GC = qHTS Assay for Inhibitors and Activators of N370S glucocerebrosidase as a Potential Chaperone Treatment of Gaucher Disease. Lysosomal acid glucosylceramidase (Homo sapiens), P04062. N370S GC spleen homogenate, 4MU-glucoside fluorescence. Potency, µM (titrated, usually from 59.4 µM), inactives show top-dose activity change, negative = inhibition, hits mostly inhibitors. hit rate 0.092% among 330,000;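 further: 0% = full enzyme activity and -100% = no enzyme basal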
* = called active by the depositor; ? = inconclusive; / = not tested or not shown; [ ] = another dose, or the depositor's remark. The call rests on the fitted dose curve; in most records, active means well fitted curve in the direction sought with a large enough effect; inconclusive means small, poorly fitted or top-dose-only effect, or another doubt; inactive means no such curve, though single readings can be large; an effect the other way counts as inactive or inconclusive. Unless noted, on the % scale 0 is the no-effect control and ±100 the full control effect; potency means the concentration at half of the fitted maximal effect.

SMILES | FEN1 inhibitor | GCN5L2 inh | N370S GC
O=C(c1ccco1)N1CCN(C(=O)c2ccccc2[N+](=O)[O-])CC1 | -9% | 18% | 22%
CCn1nnc2cc(C(=O)Nc3cc(OC)cc(OC)c3)ccc21 | -5% | -6% | -1%
CN1CCN(S(=O)(=O)c2ccc(Br)c3nsnc23)CC1 | -10% | -3% | -2%
Nc1ccc2oc(Cc3ccc(Cl)cc3)nc2c1 | -11% | -10% | /
CCCCN1C2CCCC1CC(NC(=O)c1cccc(Cl)c1)C2 (stereo not drawn) | -3% | -12% | 0%
Cc1ccsc1C(=O)Nc1ccc(O)c(-c2nc3ccccc3s2)c1 | -1% | ? | -2%
C#CCOCCOCCOCCNc1nc(N2CCN(C(=O)C([C@@H](C)CC)n3cc(C(N)CO)nn3)CC2)nc(N2CCN(C(=O)[C@H](CCC(=O)O)n3cc(C(N)Cc4ccc(O)cc4)nn3)CC2)n1 (stereo partly drawn) | / | 6% | 0%
O=C(Cc1ccccc1)NCC(=O)N1CCC2(CC1)NCCc1[nH]cnc12 | 18% | -6% | -6%
O=C(CSc1nc2ccccc2s1)Nn1cnnc1 | 3% | -1% | -2%
CC(C)(C)C1CCc2c(sc3nc(SCC(=O)O)nc(N)c23)C1 (stereo not drawn) | -1% | 2% | 9%
Cc1ccc(S(=O)(=O)N2CCN(C(=S)NCC3CCCO3)CC2)cc1 (stereo not drawn) | -8% | -1% | 3%
OC(COC(c1ccc(F)cc1)c1ccc(F)cc1)CN1CCc2ccccc2C1 (stereo not drawn) | -9% | ? | ?
Cc1c(NC(=O)COC(=O)/C=C/c2cccc(Br)c2)c(=O)n(-c2ccccc2)n1C | 8% | 1% | /
Cc1cc(=O)n(CC(=O)NC2CC2)c2c1c(C)nn2-c1ccccc1 | -7% | -2% | 1%
Cc1nc2c(C)cccn2c(=O)c1NC(=O)c1ccc(Br)o1 | 1% | -18% | -4%
CCN(CC)c1ccc2c(C)c(Cl)c(=O)oc2c1 | -6% | -3% | -12%
Cc1cc(C)cc(NC(=O)C2C3C=CC4(O3)C2C(=O)N(CCCN2CCCC2)C4C(=O)NC2CCCC(C)C2C)c1 (stereo not drawn) | 3% | -21% | -16%
CCC[n+]1c(C)sc2c(OC)ccc(OC)c21 | 12% | -20% | ?
COc1ccc(NC(=O)CC2C(=O)N(c3ccc(OC)cc3)C(=O)N2CCN2CCN(C)CC2)cc1 (stereo not drawn) | -4% | -14% | -14%
CC(C)C1Nc2c(C(=O)O)cccc2C(Nc2ccccc2C(=O)O)C1(C)C (stereo not drawn) | -1% | -3% | 25%
O=C(Nc1ccccc1C(F)(F)F)c1cc(-c2cccc(O)c2)on1 | -8% | -10% | -1%
CC(=O)OC1CCC2(C)C(=CCC3C2CCC2(C)C3C[C@@H]3O[C@]32C(C)=O)C1 (stereo partly drawn) | / | -14%[0.501 µM] | -2%
CC(NC(=O)c1ccc(S(=O)(=O)NCc2ccco2)cc1)c1ccc(F)cc1 (stereo not drawn) | -13% | 1% | /
CCOC(=O)C1CCN(C(=O)COc2ccc(Cl)cc2Cl)CC1 | 2% | -1% | -18%
CCOC(=O)Cn1nc(C)c(NC(=O)CCc2ccccc2)c1C | 17% | -8% | 8%
CCCS(=O)(=O)Nc1c(C(=O)O)[nH]c2ccccc12 | 5% | -10% | 3%
Nc1cc(C(F)(F)F)cc2c1SCC(=O)N2 | 49%[activator] | -1% | 1%
CC(=O)c1cccc(NC(=O)NC2CCCCCCC2)c1 | 4% | -27% | -17%
CN1CCN(c2ccc(S(=O)(=O)N3CCCCC3)cc2NC(=O)c2ccc(C#N)cc2)CC1 | 6% | -10% | 2%
Cc1cc(F)ccc1NCc1ccc([N+](=O)[O-])cc1 | -21% | -11% | 8%
C=C(C)CNC(=S)N/N=C/c1ccco1 | -6% | -18% | 23%
S=C(Nc1ccc(Br)cc1)N1CCN(C2CCCCC2)CC1 | 1% | -7% | -8%
Cc1[nH]n(-c2ccccc2)c(=O)c1/C=C1\C=NN=C1c1ccccc1 | ? | -9% | -4%
N#Cc1ccccc1CN1C(=O)S/C(=C/c2cccn2-c2cccc(C(=O)O)c2)C1=O | ? | ? | -8%
O=C(N/C=C\n1cnc2cc(C(F)(F)F)ccc21)c1ccc([N+](=O)[O-])cc1 | 6% | -5% | -18%
COc1ccc(C(=O)N=c2sc3cc(Cl)ccc3n2C)cc1 | -18% | 1% | /
CC(OC(=O)c1ccc(Cl)c(S(=O)(=O)N2CCc3ccccc32)c1)C(=O)Nc1ncc(Cl)cc1Cl (stereo not drawn) | -5% | -30% | 9%
O=C(CN1C(=O)NC2(CCCC2)C1=O)OCCOc1ccc(Cl)cc1Cl | -17% | -4% | -16%
O=C(O)c1cccc(S(=O)(=O)N2Cc3ccccc3C2)c1 | 1% | 2% | 5%
Cc1cccc(CS(=O)(=O)c2ncc(Cl)c(C(=O)NCc3ccc4c(c3)OCO4)n2)c1 | -4% | -25% | 0%
O=C(c1cccc(-n2cnnn2)c1)N1CCOCC1 | 4% | / | ?
O=C(Nc1cccc(C(F)(F)F)c1)C(Sc1ncnc2ccccc12)c1ccccc1 (stereo not drawn) | -8% | -11% | 17%
Cc1c(C(=O)NCCc2ccccc2)cccc1-n1cnc2cccnc21 | 1% | 0% | /
COc1ccc(N2CC(C(=O)NCCC3=CCCCC3)CC2=O)c(OC)c1 (stereo not drawn) | 2% | -4% | -2%
COc1ccc(/C=N/NC(=O)c2c(Br)cnn2C)c2ccccc12 | 6% | -1% | -8%
COc1ccccc1NC(=O)CSc1oc(-c2cccs2)nc1S(=O)(=O)c1ccc(Br)cc1 | 0% | 2% | /
CC(NC(=O)CCNS(=O)(=O)c1ccc2c(c1)c(=O)n(C)c(=O)n2C)c1ccccc1 (stereo not drawn) | -3% | 10% | 2%
O=C(N/N=C/C(Cl)=C/c1ccccc1)c1ccncc1 | 5% | -10% | 12%
CCOC(=O)CSc1nc2cc(C(=O)NCc3ccco3)ccc2c(=O)n1-c1ccc(F)cc1 | 8% | -10% | 2%
CCn1c(CC(C)C)n[nH]c1=S | 7% | -4% | 4%
COc1nc(-c2ccccc2)c2cc(C)ccc2n1 | 0% | -8% | 9%
NS(=O)(=O)c1ccc(NC(=O)CN2CCN(Cc3ccccc3)CC2)cc1 | -1% | 0% | 2%
COc1ccc(/C=C/C(=O)Nc2cc(S(=O)(=O)N3CCOCC3)ccc2N2CCCC2)cc1OC | -7% | -8% | -14%
Cc1ccc(NC(=O)c2oc3ccc(S(=O)(=O)N4CCCCC4)cc3c2C)c(C)c1 | 11% | -3% | /
CC(=O)N1CCC2(CC1)CCN(c1ncccn1)CC2 | / | -3% | 2%
CCOC(=O)c1cc(-c2ccccc2)sc1NC(=O)COC(=O)c1ccc(Cl)c(S(N)(=O)=O)c1 | 11% | -14% | 10%
O=C(COC(=O)c1ccccc1O)Nc1ccc(OC(F)F)cc1 | -1% | -8% | 0%
COc1ccc(CCn2c(=O)[nH]c3cc(C(=O)NCCc4ccccc4)ccc3c2=O)cc1OC | / | 0% | 2%
CC(=O)CCc1c(C)c2cc(C)ccc2[nH]c1=O | 4% | -1% | 5%
Cn1nnc(NC(=O)c2ccccc2F)n1 | -3% | -1% | -11%

By substructure: those above with a COOH group (6)
SMILES | FEN1 inhibitor | GCN5L2 inh | N370S GC
C#CCOCCOCCOCCNc1nc(N2CCN(C(=O)C([C@@H](C)CC)n3cc(C(N)CO)nn3)CC2)nc(N2CCN(C(=O)[C@H](CCC(=O)O)n3cc(C(N)Cc4ccc(O)cc4)nn3)CC2)n1 (stereo partly drawn) | / | 6% | 0%
CC(C)(C)C1CCc2c(sc3nc(SCC(=O)O)nc(N)c23)C1 (stereo not drawn) | -1% | 2% | 9%
CC(C)C1Nc2c(C(=O)O)cccc2C(Nc2ccccc2C(=O)O)C1(C)C (stereo not drawn) | -1% | -3% | 25%
CCCS(=O)(=O)Nc1c(C(=O)O)[nH]c2ccccc12 | 5% | -10% | 3%
N#Cc1ccccc1CN1C(=O)S/C(=C/c2cccn2-c2cccc(C(=O)O)c2)C1=O | ? | ? | -8%
O=C(O)c1cccc(S(=O)(=O)N2Cc3ccccc3C2)c1 | 1% | 2% | 5%

(further entries)
SMILES | FEN1 inhibitor | GCN5L2 inh | N370S GC
NS(=O)(=O)c1ccc(CCNC(=O)c2ccc3nc4ccc(Cl)cc4c(=O)n3c2)cc1 | 5% | -3% | 14%
Cc1noc(C)c1C(=O)Nc1cccnc1 | 4% | -2% | -5%
Cc1cccc(C(=O)NCCCn2ccnc2)c1C | -6% | -3% | -2%
COc1ccc(CCNC(=O)CN(c2ccc(OC)c(OC)c2)S(C)(=O)=O)cc1 | -11% | -1% | -12%
COC(=O)c1nn(-c2cccc(C)c2)c2nnc(Cc3ccccc3)c(=O)n12 | 4% | -3% | -5%
Cc1ccc(C2C(C#N)=C(N)N(N(C)C)C3=C2C(=O)CCC3)cc1 (stereo not drawn) | 1% | -2% | 20%
Cc1ccccc1OCC(=O)N/N=C/c1cc2ccccc2nc1Cl | -5% | -1% | 22%
CCOC(=O)C1=C(C)N=C(SC)N(C)C1c1ccccc1 (stereo not drawn) | -11% | 6% | -6%
O=C(CC1CCCCC1)N1CCN(c2ccccn2)CC1 | -2% | -6% | 2%
O=C(NCCCCc1ccccc1)Nc1ccc(F)cc1 | -7% | -12% | 3%
Cc1cccc(OCCC(=O)OCc2csc(CC(=O)Nc3ccccc3C)n2)c1 | -14% | -6% | /
Cc1ccc(-c2nc(-c3ccncc3)no2)cc1Cl | 1% | -11% | -8%
Cc1nc2ccccc2nc1OCC(=O)NCC(F)(F)F | 8% | 4% | 1%
CCOC(=O)Cn1cc(C(=O)C2CC2)c2ccccc21 | -7% | -3% | 3%
O=C(CCCCCNC(=O)N1CCn2c1nc1ccccc12)NCCc1ccccc1 | -2% | -4% | -1%
Cc1ccc(Nc2ccc(C(=O)NC3CCCCC3)cn2)cc1 | 16% | 1% | 6%
N#CCc1ccc(Oc2ncc(C(F)(F)F)cc2Cl)cc1 | -3% | -5% | -15%
CCOC(=O)c1c(NC(=O)CSc2cn(CCNC(=O)c3ccc(OC)c(OC)c3)c3ccccc23)sc2c1CCCC2 | -7% | -10% | /
CCOc1ccc(N2C(=O)CN(c3cccc4ccccc34)C2=S)cc1 | 6% | -11% | -6%
CC(=O)c1cccc(Nc2c3c(nc4nc(-c5cccs5)nn24)CCCC3)c1 | 10% | -10% | /
COc1cc(CCC(=O)Nc2cnc3ccccc3c2)cc(OC)c1OC | 0% | -3% | ?
C=CCOc1cccc(C2C(C(=O)c3ccc(C)o3)=C(O)C(=O)N2Cc2ccncc2)c1 (stereo not drawn) | 7% | 2% | 5%
Cc1ccccc1NC(=S)NNC(=O)c1ccncc1 | 4% | 0% | -6%
Cc1cc2cc(CN(Cc3cccs3)C(=S)NCC3CCCO3)c(=O)[nH]c2cc1C (stereo not drawn) | -4% | -2% | 20%
O=S1(=O)CCN2C=Nc3sc4c(c3C2=N1)CCCC4 | 5% | 47%[activator] | -6%
COc1cc2c(cc1OC)[C@@H]1O[C@](CCCCN3C(=O)c4ccccc4C3=O)(C2)Oc2cc(C)n(-c3ccccc3)c(=O)c21 | / | -5%[12.7 µM] | 0%[12.8 µM]
O=Cc1cn(-c2ccccc2)nc1-c1ccc(F)cc1 | 6% | -2% | 0%
CC(C)c1ccc(C2C(C#N)=C(N)Oc3c2oc(CO)cc3=O)cc1 (stereo not drawn) | -6% | -5% | -8%
Cc1c(O)ccc(/C=N/Nc2nc(-c3cccnc3)nc3ccccc23)c1O | ? | 0% | ?
Nc1nnnn1/N=C/c1cc([N+](=O)[O-])ccc1O | -20% | ? | -6%
COc1cccc(/C=C/c2onc(C)c2S(=O)(=O)N2CCC(C(=O)N3CCCCC3)CC2)c1 | -4% | -15% | /
COc1ccc(C(=O)C2CCN(C(=O)c3ccco3)CC2)cc1 | 6% | -3% | 5%
COC(=O)C1C(c2ccccc2)NC(=O)NC1(O)C(F)(F)Cl (stereo not drawn) | -9% | -3% | -1%
Cc1ccc2[nH]c(CNC(=O)c3ccc(F)cc3)cc2c1 | -2% | -18% | -2%
COc1cccc(Cn2nnc(C(=O)NCCc3ccc(Cl)cc3)c2N)c1 | -11% | 3% | 6%
CCS(=O)(=O)N1CCC(C(=O)NCc2ccco2)CC1 | -13% | 59%[activator] | 5%

Complete entries, looked up by structure. Order of screens: FEN1 inhibitor	GCN5L2 inh	N370S GC
COc1cccc(Cn2nnc(C(=O)NCCc3ccc(Cl)cc3)c2N)c1 is entered as -11%	3%	6%
COC(=O)C1C(c2ccccc2)NC(=O)NC1(O)C(F)(F)Cl (stereo not drawn) is entered as -9%	-3%	-1%
COc1ccc(C(=O)C2CCN(C(=O)c3ccco3)CC2)cc1 is entered as 6%	-3%	5%
COc1cccc(/C=C/c2onc(C)c2S(=O)(=O)N2CCC(C(=O)N3CCCCC3)CC2)c1 is entered as -4%	-15%	/
